MEKK2 mut-MEK5 – signal of MEK5 binding to mutant human MEKK2 PB1 domain | bead flow cytometry, Alexa488-MEK5 binding to MEKK2 mutant | percent response, % at 10 µM | 290,000 tested, 0.35% active | AID 1530; in the data active = percent response above about 24%, passing the limit was not always enough; note: inactives centre near 1; some results filed as inactive read as strong as hits
PfM18AAP inh – PfM18AAP enzyme inhibition. recombinant PfM18AAP, H-Glu-NHMec fluorogenic cleavage. inhibition, % at 7.35 µM. 290,000 tested, 1.2% active. AID 1822;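 active = inhibition above the campaign mean inhibition over all tested compounds plus 3 SD, cut at about 28% in these data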;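 note: 0% = plate median of test compound wells and 100% = 2 mM ZnCl2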
GPR7 antag – antagonists of human GPR7 (neuropeptides B/W receptor 1); P48145; GPR7-expressing cells, fluorescence antagonist assay; inhibition, % at 4.4 µM; 290,000 tested, 1.1% active; in the data active = inhibition above about 16%, passing the limit was not always enough;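 note: cells stimulated with the agonist NPW; 0% = agonist with vehicle and 100% = vehicle without agonist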
OXTR potentiate – potentiates the human oxytocin receptor response. activation, % at 3 µM. P30559. CHO-OTR cells, Fluo-8 calcium fluorescence, potentiator mode; 0% = oxytocin EC15, 100% = EC100. 320,000 tested, 0.061% active. AID 2445;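 active = activation above that plate's cutoff, the mean activation of tested compounds plus 3 SD, cut at about 6.6% in these data, passing the limit was not always enough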;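 note: 100% uses oxytocin at 75 nM as the full agonist control; some results filed as inactive read as strong as hits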
Target sequence (P30559 whole entry, looked up): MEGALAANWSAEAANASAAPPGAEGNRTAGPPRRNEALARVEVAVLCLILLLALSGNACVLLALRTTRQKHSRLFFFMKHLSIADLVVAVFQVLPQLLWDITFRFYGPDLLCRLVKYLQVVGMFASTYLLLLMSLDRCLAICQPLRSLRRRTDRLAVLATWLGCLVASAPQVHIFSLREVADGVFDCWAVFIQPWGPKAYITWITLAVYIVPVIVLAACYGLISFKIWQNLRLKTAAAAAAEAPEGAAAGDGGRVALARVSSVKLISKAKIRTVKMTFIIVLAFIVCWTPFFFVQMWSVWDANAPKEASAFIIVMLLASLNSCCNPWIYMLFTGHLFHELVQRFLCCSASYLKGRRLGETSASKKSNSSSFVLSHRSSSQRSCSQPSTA
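Measured by – Fluo-8 calcium dye fluorescence · Test system – human OTR in CHO cells · Dosing – one concentration, 3.0 µM compound · Controls – EC15 oxytocin alone as 0%, 75 nM oxytocin as 100% · Evaluation – normalized max/min fluorescence ratio, % activation · Timing – 6 min pre-incubation, 100 s read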
NALP1 yeast inh – blocks the NALP1 inflammasome reconstituted in yeast. S. cerevisiae NALP1/ASC/caspase-1 growth, X-gal OD620, 72 h. inhibition, % at 10 µM. 280,000 tested, 0.61% active. AID 2071; in the data active = inhibition mostly above about 24%, no sharp cut-off; inactive = mostly below about 32%; note: some compounds called inactive have numbers as strong as hits
OXTR agonist – human OXTR agonism; P30559; CHO-OTR cells, Fluo-8 calcium fluorescence; normalized: DMSO 0%, oxytocin 100%; activation, % at 3 µM; 320,000 tested, 0.32% active; AID 2435;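 active = activation above the mean of all tested compounds plus 3 SD, cutoff set per screening run, cut at about 20% in these data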;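 note: peak over basal fluorescence ratio from a 100 s FLIPR kinetic read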
GalR3 antag – blocks the human galanin receptor 3; O60755; HEK293 GalR3-CNG cAMP membrane potential fluorescence; galR3 body fused to GalR1 C-terminus; inhibition, % at 3 µM; 360,000 tested, 0.44% active; AID 651719;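 active = inhibition above the screen-wide average plus 3 SD, cut at about 13% in these data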;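 note: forskolin and galanin both at EC90 stimulate the cells; cAMP rise reported by CNG channel membrane potential dye signal; 0% = forskolin plus galanin with DMSO and 100% = forskolin alone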
MEKK2wt PB1 HTS – raises or lowers MEK5 binding to wildtype human MEKK2 PB1 domain. Q9Y2U5. bead flow cytometry, Alexa488-MEK5 binding to MEKK2 WT; actives lie on both sides. binding response (% of control), % at 10 µM. 290,000 tested, 1.1% active; in the data active = binding response below about 67% or above about 130%
V1R ag counter – activates human V1a receptor in oxytocin agonist counter-screen | CHO-V1R cells, Fluo-8 calcium fluorescence, agonist mode; 0% DMSO, 100% 3 nM vasopressin | activation, % at 3 µM | 320,000 tested, 0.25% active | AID 2797;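 active = activation above the mean activation of all tested compounds plus 3 SD, per screening run, cut at about 20% in these data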;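 note: signal is peak over basal fluorescence ratio across a 100 second FLIPR read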
Target sequence (P37288 whole entry, looked up): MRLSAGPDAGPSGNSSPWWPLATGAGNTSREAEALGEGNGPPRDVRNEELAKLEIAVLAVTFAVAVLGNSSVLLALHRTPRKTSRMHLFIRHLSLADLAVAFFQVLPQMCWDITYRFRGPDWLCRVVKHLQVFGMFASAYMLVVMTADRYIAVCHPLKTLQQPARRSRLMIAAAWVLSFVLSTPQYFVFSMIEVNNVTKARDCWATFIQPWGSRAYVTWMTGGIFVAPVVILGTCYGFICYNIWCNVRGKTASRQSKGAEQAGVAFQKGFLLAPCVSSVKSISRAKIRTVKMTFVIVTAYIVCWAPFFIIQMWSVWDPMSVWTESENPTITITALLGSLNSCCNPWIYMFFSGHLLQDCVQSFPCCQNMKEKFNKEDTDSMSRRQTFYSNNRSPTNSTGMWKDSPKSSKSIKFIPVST
Numbers without * were called inactive; . = no result given.

SMILES	MEKK2 mut-MEK5	PfM18AAP inh	GPR7 antag	OXTR potentiate	NALP1 yeast inh	OXTR agonist	GalR3 antag	MEKK2wt PB1 HTS	V1R ag counter
c1cn2cc(CN3CCOCC3)nc2s1	6	-3	-9	2	15	1.1	-4	100	0.3
CCC(=O)c1ccccc1OCCCCn1cncn1	14	-4	-11	0	12	-0.5	-6	111	1.4
Cc1ccc(S(=O)(=O)Nc2ccc(Oc3cccnc3)nc2)cc1	1	0	-2	-7	-9	3.8	5	103	1.6
O=C(NCCc1ccccc1)C(=O)NCC1OCCN1S(=O)(=O)c1ccc(Br)cc1 (stereo unspecified)	4	-13	-7	-6	4	4.4	1	96	8.8
C[C@H](CO)N1C[C@H](C)[C@@H](CN(C)C(=O)Nc2ccccc2)Oc2c(NC(=O)Nc3ccc(C(F)(F)F)cc3)cccc2C1=O	.	.	.	-3	.	5.1	-5	.	4.0
Cc1ccc2c(c1)C1C3CCC(C3)C1S(=O)N2 (stereo unspecified)	-14	-5	-9	-8	13	-1.2	18*	71	-0.7
COc1cccc(/C=N/N2C(=O)CSC2=S)c1O	-1	32*	0	-3	8	1.0	5	99	3.0
O=C(OCc1cc(=O)n2c(n1)sc1ccccc12)c1ccc2c(=O)n3c(nc2c1)CCC3	0	.	.	-18	8	-0.3	0	96	0.2
CCOc1cc(C(=O)Nc2ccc3c(c2)OCO3)ccc1OCCOc1ccccc1Cl	3	-1	-8	-3	.	-0.5	2	104	0.8
CCn1c(SCC(=O)N2CCCc3ccccc32)nnc1-c1ccco1	4	0	-2	-10	12	0.3	-2	99	0.0
CCOC(=O)C(NCc1ccccc1OC)(NC(C)=O)C(F)(F)F (stereo unspecified)	4	6	-10	-19	0	-1.2	0	106	-0.4
CN(C)S(=O)(=O)c1cccc(-c2cn3cc(Cl)ccc3n2)c1	-13	-1	-2	-8	-2	-1.1	.	82	-0.7
COc1ccccc1-n1cc(C(=O)N2CCCC(CO)(Cc3ccccc3C)C2)cn1 (stereo unspecified)	9	-1	-17	-9	7	1.1	-7	102	2.4
NC1=NC[C@H](Cc2ccc(O)cc2)N1CCc1cccc(F)c1	2	.	.	3	.	0.4	.	104	0.1
Cc1cc(N2CCN(C(=O)c3cccs3)CC2)c(F)cc1[N+](=O)[O-]	11	-6	-3	-21	-2	12	-8	105	8.5
Cc1c(CN2CCN(CC(C)(C)C)C(CCO)C2)[nH]c2ccccc12 (stereo unspecified)	9	0	-6	.	9	.	2	109	.
COc1ccc(CCNCC(O)Cn2c3ccccc3c3ccccc32)cc1OC (stereo unspecified)	23	0	43*	-11	9	23*	-12	159*	15
CCOC(=O)C1(CC2CCCCO2)CCN(S(=O)(=O)c2cc(C)cs2)CC1 (stereo unspecified)	-3	2	-6	-8	7	-2.3	-8	100	-1.5
O=S(=O)(c1ccc(F)c(Cl)c1)N1CCCC1	5	-6	-10	-11	34	-1.4	-2	105	-0.5
COc1cc(/C=C(\C#N)C(=O)Nc2cccc3ncccc23)ccc1O	0	9	1	-13	5	1.0	.	99	2.5
CC(=O)Nc1ccc(C(=O)NNC(=O)Cc2ccccc2)cc1	-13	-5	-5	-14	10	-0.8	-5	80	0.8
O=C(NCc1ccc(F)cc1)c1cccs1	5	-5	-14	-3	2	0.7	-6	108	0.2
CCCOc1ccc(/C=N\NC(=O)CCc2n[nH]c(=O)[nH]c2=O)cc1OC	-2	-8	-3	-16	4	-0.9	-1	98	4.2
COc1ccc(C(=O)NCC(=O)N/N=C/c2cn(C)c3ccccc23)cc1OC	0	0	-2	.	7	.	-2	103	.
O=C(c1ccccc1F)N1CCN(c2ccc([N+](=O)[O-])c(NCc3cccnc3)c2)CC1	1	5	-5	4	14	-2.7	-4	103	1.4
Cc1ccccc1S(=O)Cc1ccc(C(=O)NC2CC2)o1 (stereo unspecified)	2	4	3	-4	-10	-0.2	0	103	0.1
Cc1ccc(N2CC(C(=O)N3CCCCCC3)CC2=O)cc1 (stereo unspecified)	5	6	-13	2	16	0.5	-1	106	0.6
CCN(CC)c1nc(=S)nc(NC(C)(C)C)[nH]1	3	-1	-11	-1	11	-0.3	.	100	-0.1
Cc1cc(NC(=O)c2c(-c3ccccc3Cl)noc2C)no1	2	2	4	-2	11	-0.8	-4	100	0.7
CC(=O)N1CCN(C(=S)Nc2ccc(SC(F)F)cc2)CC1	2	2	0	4	16	1.1	0	102	0.5
Cc1ccc(S(=O)(=O)CCC(=O)OCC(=O)c2ccc(C)c(C)c2)cc1	-1	1	-1	-11	10	1.8	-4	107	4.8
Cc1nc(-c2ccc(NC(=O)c3ccccc3)cc2)cs1	1	1	8	-16	5	0.3	-5	95	1.4
CCCc1[nH]nc2c1C(c1ccc(OC(=O)N3CCOCC3)c(OC)c1)C(C#N)=C(N)O2 (stereo unspecified)	5	0	8	-3	41	0.5	6	97	0.7
CCCN(CCC)S(=O)(=O)c1ccc(C(=O)Nc2c(C)n(C)n(-c3ccccc3)c2=O)cc1	-4	-13	2	-7	17	0.8	-1	98	0.8
O=C(CN1CCN(CN2C(=O)NC3(CCCCCC3)C2=O)CC1)Nc1cccc(F)c1	.	.	.	-3	.	1.1	-5	.	0.6
CCN(CC)S(=O)(=O)c1ccc(S(=O)(=O)N2CCN(CCC#N)CC2)cc1	0	-2	-9	0	24	-0.3	1	96	0.5
CC(=O)Nc1ccc(NC(=O)CCC(=O)Oc2ccc(C)cc2)cc1	3	-9	-12	-16	15	0.1	-9	99	0.2
COc1ccc(CC(=O)NNC(=O)CSc2nc(C)c(C)c(=O)[nH]2)cc1	0	19	-4	-15	-4	0.8	1	96	0.9
O=c1[nH]c(/C=C/c2cccnc2)c([N+](=O)[O-])c(=O)[nH]1	-6	6	-4	0	-12	0.7	0	98	0.7
Clc1ccc(OCCCCCN2CCOCC2)cc1	11	2	-10	-9	-5	0.9	-4	112	0.9
O=C1CC(SC2=NCCS2)C(=O)N1c1ccc(Cl)cc1 (stereo unspecified)	-1	-1	-13	-11	15	0.1	1	100	-0.1
C=CCSc1nnc(-c2cc3c(-c4ccccc4)nn(C)c3s2)n1C	10	-5	-6	-7	0	-1.4	0	109	-1.3
c1ccc(C2CNCCc3ccccc32)cc1 (stereo unspecified)	11	-5	-3	-11	15	2.0	-12	113	1.2
O=C(Cn1cnc2c(NC(=O)OCc3ccccc3)ncnc21)NCc1ccccn1	.	.	.	-1	.	1.6	1	.	0.5
CCOc1ccc(NC(=O)CN2CCN(CC(=O)Nc3ccc(N(C)C)cc3)CC2)cc1	-5	4	8	.	17	.	-7	100	.
Cc1nc2c(-c3ccc(F)cc3)c(C)nn2c(C)c1CCC(=O)Nc1ccc(F)cc1F	0	-1	-8	0	.	-0.7	-5	101	0.5
Cc1ccc(C)c(C(=O)c2c(C)nc3sccn23)c1	0	-5	2	4	-3	-2.5	-3	104	-0.8
CCOC(=O)C1CCCN(S(=O)(=O)c2ccc(NC(C)=O)cc2)C1 (stereo unspecified)	-8	-12	6	-8	-4	3.1	-8	95	2.3
COc1ccccc1Oc1coc2c(CN3CCOCC3)c(O)ccc2c1=O	4	2	-12	0	.	0.4	-1	102	1.1
O=c1[nH]c(=S)n(-c2cccc(Cl)c2)c(O)c1/C=N/N1CCOCC1	7	-3	-19	-3	.	0.8	-2	113	1.1
CN1C(=O)c2ccccc2N(C)C1c1ccc(F)cc1 (stereo unspecified)	2	0	-20	.	0	.	-10	104	.
CCN1CCCC1CNC(=O)c1ccc(CS(=O)(=O)c2ccccc2C)o1 (stereo unspecified)	7	4	-2	-5	32	0.8	-4	105	0.2
CC(C)NC(=O)COC(=O)c1ccc(O)cc1	.	1	1	-7	-2	2.0	-5	.	0.4
CC(C)(C)C1CCc2c(sc(NC(=O)C3CC=CCC3C(=O)O)c2C#N)C1 (stereo unspecified)	-3	1	-12	-9	24	-1.9	-1	98	-1.0
O=C(N/N=C/c1cccnc1)C(O)(c1ccccc1)c1ccccc1	-1	2	-12	-1	13	1.2	-4	95	0.4
CN=C1S/C(=C\c2ccc(OCC(=O)OC)c(OC)c2)C(=O)N1C	3	-3	2	-14	2	-0.5	-2	102	0.8

Bioassay records (PubChem BioAssay)
